Screening results deposited in PubChem by Broad Institute.
Pf Dd2 growth = P. falciparum Dd2 growth inhibitors, primary screen, SYBR Green fluorescence, single dose replicates; 72 h; stronger effect = lower value; activity change, % at 10 µM; 94,000 tested, 2.3% active; AID 1159554, 2015; in the data active means activity change below about -80%
KDM4C inh = inhibitors of GASC-1 (KDM4C) histone demethylase, primary screen, biochemical, single concentration HTS | AID 720574, 2013 | Lysine-specific demethylase 4C (Homo sapiens), Q9H3R0 | inhibition, % at 12.5 µM | GST-KDM4C 2-372, H3K9me3 peptide, LANCE TR-FRET | 96,000 tested, 0.15% active;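 active means mean replicate inhibition above about 25%, with at least 55% of replicates also reaching it, limit read from the data, passing the limit was not always enough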
Target sequence (Q9H3R0 2-372 limits assumed): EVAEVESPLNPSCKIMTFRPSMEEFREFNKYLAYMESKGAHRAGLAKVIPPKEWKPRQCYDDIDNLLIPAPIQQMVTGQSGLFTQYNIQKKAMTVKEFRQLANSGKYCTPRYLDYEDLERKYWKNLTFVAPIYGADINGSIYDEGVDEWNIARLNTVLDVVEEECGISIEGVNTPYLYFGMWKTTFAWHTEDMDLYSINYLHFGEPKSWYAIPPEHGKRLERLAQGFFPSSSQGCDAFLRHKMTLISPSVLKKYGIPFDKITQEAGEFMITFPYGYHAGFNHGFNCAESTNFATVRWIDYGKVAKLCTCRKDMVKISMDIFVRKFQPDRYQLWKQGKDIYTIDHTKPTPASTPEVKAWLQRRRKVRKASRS
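Assay system: GST-GASC-1 enzyme fragment 2-372 | Amount: 10 nM enzyme | Medium: HEPES buffer, pH 7.5, plus ascorbate | Reagent: H3K9me3 peptide substrate, Fe(II), 2-oxoglutarate | Doses: Single-point compound screen | Incubation: 30 min demethylation and 1 h detection at room temperature | Measured by: LANCE TR-FRET, excitation 340 nm, emissions 618 and 671 nm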
T cruzi growth = T. cruzi intracellular proliferation inhibitors, primary screen, cell-based, beta-gal Tulahuen parasites, NIH3T3 host, luminescence; inhibition, % at 8.34 µM; AID 624255, 2012; 77,000 tested, 5.9% active; T. cruzi beta-gal in NIH3T3, GalScreen luminescence, 90 h;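 active means mean inhibition above about 93%, with at least 55% of replicates each passing it, limit read from the data, passing the limit was not always enough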
C diff HTS = C. difficile growth inhibitors, primary screen, HTS | 86,000 tested, 0.25% active | Clostridium difficile clinical isolate growth, OD600, 24 h; stronger effect = lower value | growth activity, negative = inhibition, % at 16 µg/mL (by protocol);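 active means mean growth activity at or below -80% and every replicate also at or below -80%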;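 further: 0% = DMSO wells and -100% = levofloxacin 16 µg/mL wells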
* = called active by the depositor; · = no result given; & = joins results of further samples.

SMILES	Pf Dd2 growth	KDM4C inh	T cruzi growth	C diff HTS
COc1cccc(S(=O)(=O)Nc2ccc3c(c2)C(=O)N(C)C[C@H](OC)[C@@H](C)CN(Cc2ccccc2F)[C@H](C)CO3)c1	-8.3	4.0	·	·
O=C(C[C@H]1C=C[C@@H](NC(=O)NC2CCCCC2)[C@H](CO)O1)NCc1ccc(Cl)cc1	7.3	-0.3	-29.3	-1.7
C[C@@H]1CN([C@H](C)CO)C(=O)c2cccc(N(C)C)c2O[C@@H]1CN(C)C(=O)Nc1ccc(F)cc1	12.7	1.0	·	2.1
CC(C)NC(=O)N(C)C[C@H]1OCCCC[C@@H](C)Oc2ccc(NC(=O)Cc3ccccc3)cc2C(=O)N([C@H](C)CO)C[C@@H]1C	-13.7	0.8	39.6	-2.7
CCC(=O)Nc1ccc2c(c1)C(=O)N(C)[C@H]1CC[C@@H](CC(=O)NC3Cc4ccccc4C3)O[C@@H]1CO2	3.3	-1.1	35.7	1.4
C[C@@H]1CN([C@H](C)CO)C(=O)c2cc(NC(=O)C3CC3)ccc2O[C@@H]1CN(C)Cc1ccc(C(=O)O)cc1	1.0	0.1	20.3	-2.2
C[C@H](CO)N1C[C@H](C)[C@H](CN(C)Cc2ccc(C(=O)Nc3ccccc3N)cc2)Oc2ccc(NC(=O)Cn3cnnn3)cc2C1=O	-10.2	0.1	77.0	-1.2
C[C@@H]1CCCCO[C@@H](CN(C)Cc2ccncc2)[C@@H](C)CN([C@@H](C)CO)C(=O)c2cc(NC(=O)NC3CCCCC3)ccc2O1	-5.4	-0.2	103.1*	14.5
C[C@@H]1CN([C@@H](C)CO)C(=O)c2cc(Br)cnc2O[C@@H]1CN(C)C(=O)CN1CCOCC1	9.7	-0.8	-4.2	3.9
C[C@@H]1CN([C@H](C)CO)C(=O)c2cccc(NS(C)(=O)=O)c2O[C@H]1CN(C)CC1CCCCC1	5.1	0.0	48.7	0.4
O=C(C[C@@H]1CC[C@@H](NS(=O)(=O)c2ccc(F)cc2)[C@@H](CO)O1)N1CCC(Cc2ccccc2)CC1	0.1	-1.6	61.3	2.9
O=C(Nc1ccc(F)cc1)N[C@@H]1CC[C@H](CCn2cc(-c3ccccc3F)nn2)O[C@@H]1CO	·	2.0	·	-2.2
Cc1ccc(S(=O)(=O)Nc2ccc3c(c2)C(=O)N([C@@H](C)CO)C[C@@H](C)[C@H](CN(C)C)O3)cc1	0.8	0.2	·	3.7
C[C@H](CO)N1C[C@H](C)[C@@H](CN(C)Cc2ccc(C(F)(F)F)cc2)Oc2ccc(NC(=O)CCCN(C)C)cc2C1=O	7.6	4.3	40.4	-2.9
Cc1ccc(S(=O)(=O)Nc2cccc3c2O[C@H](CN(C)C(=O)Nc2ccc(F)cc2)[C@@H](C)CN([C@@H](C)CO)C3=O)cc1	-0.3	-0.1	9.3	-1.8

Compound profiles (already shown). Values in the order: Pf Dd2 growth	KDM4C inh	T cruzi growth	C diff HTS
Listed for C[C@@H]1CN([C@@H](C)CO)C(=O)c2cc(Br)cnc2O[C@@H]1CN(C)C(=O)CN1CCOCC1 : 9.7	-0.8	-4.2	3.9
Listed for Cc1ccc(S(=O)(=O)Nc2ccc3c(c2)C(=O)N([C@@H](C)CO)C[C@@H](C)[C@H](CN(C)C)O3)cc1 : 0.8	0.2	·	3.7

The results go on:
SMILES	Pf Dd2 growth	KDM4C inh	T cruzi growth	C diff HTS
CN1CCN(C(=O)C[C@H]2CC[C@@H]3[C@@H](COc4ccc(NC(=O)C5CCCC5)cc4C(=O)N3C)O2)CC1	7.6	4.9	·	-1.0
C[C@@H]1CN([C@@H](C)CO)C(=O)CCCn2cc(nn2)CO[C@H]1CN(C)S(=O)(=O)c1ccc2c(c1)OCCCO2	15.0	0.9	2.4	·
CC(C)COC(=O)N(C)C[C@@H]1OCc2cn(nn2)CCCC(=O)N([C@H](C)CO)C[C@H]1C	6.7&-18.2	-0.9	-36.4&-42.8	0.6&-1.1
Cc1ccccc1S(=O)(=O)N1C[C@@H](O)COC[C@@H]2O[C@@H](CC(=O)N3CCOCC3)CC[C@H]21	9.5	0.8	-1.2	·
COCCNC(=O)C[C@H]1CC[C@@H]2[C@@H](COc3ccc(NC(C)=O)cc3C(=O)N2C)O1	-64.4	0.5	69.0	-0.2
Cc1ccc(S(=O)(=O)N(C)C[C@H]2OCCCC[C@H](C)Oc3ccc(NC(=O)Nc4ccc5c(c4)OCO5)cc3C(=O)N([C@@H](C)CO)C[C@@H]2C)cc1	-71.8	0.8	·	·
COCC(=O)N(C)C[C@H]1Oc2cc(-c3ccc(C)cc3)ccc2S(=O)(=O)N([C@@H](C)CO)C[C@@H]1C	·	2.9	6.3	-13.8
COc1ccc(S(=O)(=O)N(C)C[C@@H]2Oc3c(NC(=O)c4nc5ccccc5s4)cccc3C(=O)N([C@H](C)CO)C[C@@H]2C)cc1	-40.7	-4.4	112.0*	3.2
CCC(=O)N1[C@@H]2c3cccc(=O)n3C[C@H]1[C@H](CO)[C@H]2C(=O)NCc1ccccc1	7.4	-0.4	-6.8	-0.4
COCCNC(=O)C[C@@H]1CC[C@@H]2[C@H](COC[C@H](O)CN2Cc2cccc(-c3ccncc3)c2)O1	14.2	2.0	60.9	9.0&3.2
COc1ccc(NC(=O)N(C)C[C@H]2Oc3ccc(NC(=O)C4CC4)cc3CC(=O)N([C@H](C)CO)C[C@H]2C)cc1	-18.8	2.3	13.7	0.3
C[C@H](CO)N1C[C@H](C)[C@H](CN(C)C(=O)Nc2ccc(F)cc2)Oc2ccc(NS(=O)(=O)c3ccc(F)cc3)cc2C1=O	-8.7	-2.0	-14.6	-5.1
COc1ccc2c3c(n(C)c2c1)[C@@H](CO)N(C(=O)CN(C)C)CC31CCN(S(C)(=O)=O)CC1	27.2	0.3	·	-2.5
COc1ccccc1S(=O)(=O)N1CC[C@@H]2[C@H](CO)Nc3ccc(-c4ccccc4F)cc3[C@@H]21	-2.3	0.9	85.1	-0.3
C[C@@H]1CN([C@@H](C)CO)C(=O)c2cc(-c3cccc(F)c3)cnc2O[C@H]1CN(C)C(=O)c1cccc(F)c1	-9.9	-0.4	90.0	3.5

SMILES	Pf Dd2 growth	KDM4C inh	T cruzi growth	C diff HTS
CCCC#Cc1cnc2c(c1)C(=O)N([C@@H](C)CO)C[C@H](C)[C@@H](CN(C)C(=O)NCCC)O2	-10.2	-0.7	15.8	8.6
COc1ccc(S(=O)(=O)N(C)C[C@H]2Oc3ccc(NS(=O)(=O)c4cccs4)cc3CC(=O)N([C@@H](C)CO)C[C@H]2C)cc1	-7.5	-0.3	60.8	2.3
O=C(C[C@@H]1C=C[C@@H](NC(=O)Nc2ccc3c(c2)OCO3)[C@H](CO)O1)NCc1ccc(Cl)cc1	12.5	-0.5	-35.7	·
C[C@@H]1CN([C@@H](C)CO)C(=O)c2cc(NS(C)(=O)=O)ccc2O[C@H]1CN(C)C(=O)Nc1ccc(C(F)(F)F)cc1	7.0	0.0	35.9	-1.6
CCCC#Cc1ccc([C@H]2[C@@H](CO)N3C(=O)CN(C(=O)Nc4ccccc4F)C[C@@H]23)cc1	-15.1	0.9	·	4.0
CO[C@H]1CN(C)C(=O)c2cc(NC(=O)C3CC3)ccc2OC[C@@H](C)N(C(=O)c2ccccn2)C[C@H]1C	·	0.1	-31.3	·
C[C@H](CO)N1C[C@H](C)[C@H](CN(C)S(=O)(=O)c2ccccc2)Oc2c(NC(=O)c3nc4ccccc4s3)cccc2C1=O	-20.9	-3.3	70.5	-5.5
C[C@@H]1CN([C@@H](C)CO)C(=O)CCCn2cc(nn2)CO[C@H]1CN(C)Cc1ccc(O)cc1	17.8	-0.4	11.5	-1.4
Cc1noc(C)c1NC(=O)N[C@@H]1CC[C@@H](CC(=O)NCc2ccc(Cl)c(Cl)c2)O[C@H]1CO	21.9	-1.5	-9.7	·
CCCN1C[C@H](C)[C@@H](OC)CN(C)C(=O)c2ccc(NC(=O)c3ccccc3F)cc2OC[C@H]1C	-36.6	0.8	20.8	·
COCC#Cc1ccc([C@@H]2[C@@H](CO)N3C(=O)CN(C(=O)C4CCOCC4)C[C@@H]23)cc1	-16.4	0.3	·	-0.1
O=C(C1CC1)N1C[C@H]2[C@@H](c3ccccc31)[C@@H](CO)N2C(=O)c1ccccn1	1.9	-0.4	-31.0	4.3
CO[C@H]1CN(C)C(=O)c2cc(NC(=O)Nc3ccccc3)ccc2OC[C@@H](C)N(C(=O)CC2CC2)C[C@@H]1C	-38.8	-0.5	13.7	·
C[C@H](CO)N1C[C@H](C)[C@H](CN(C)C)OCc2cn(nn2)CCCC1=O	-4.0	5.3	-115.5	-3.1
CCC(=O)N1[C@H](CO)[C@@H](c2ccccc2)[C@@H]1CN(C(C)C)S(C)(=O)=O	19.1	-1.4	22.8	3.3

canonical_smiles | Pf Dd2 growth | KDM4C inh | T cruzi growth | C diff HTS
C[C@@H]1CN([C@H](C)CO)C(=O)c2cc(NC(=O)Cc3ccccc3)ccc2O[C@@H](C)CCCCO[C@@H]1CN(C)Cc1ccncc1 | -25.6 | -0.6 | 33.6 | 1.2
CN(C)C(=O)c1ccc(-c2ccc([C@H]3[C@H]4CN(C(=O)C5CCCC5)CCCCN4[C@H]3CO)cc2)cc1 | -32.6 | · | 32.1 | -6.4
O=C(C[C@H]1C[C@H]2c3cc(NC(=O)C4CCOCC4)ccc3O[C@H]2[C@H](CO)O1)NCC1CC1 | 27.1 | -1.2 | -20.9 | -3.9
CC(=O)N1CCCCN2[C@H](C1)[C@H](c1ccc(-c3cccc(C)c3)cc1)[C@@H]2CO | 15.9 | 2.0 | 74.1 | 1.9
O=C([C@H]1N[C@H]2c3ccc(-c4ccccc4F)c(=O)n3C[C@H]2[C@@H]1CO)N1CCCCC1 | 2.4 | -1.4 | 75.1 | -4.3
COCC(=O)N(C)C[C@H]1Oc2ncc(-c3ccc(C)cc3)cc2C(=O)N([C@@H](C)CO)C[C@H]1C | 37.7 | -1.5 | -5.6 | -1.5
O=S(=O)(N[C@@H]1CC[C@H](CCn2cc(C3(O)CCCC3)nn2)O[C@H]1CO)c1ccccc1 | -9.2 | 1.2 | 4.6 | 5.5
Cc1ccc(S(=O)(=O)N(C)C[C@H]2Oc3ccc(NC(=O)CCN4CCOCC4)cc3CC(=O)N([C@H](C)CO)C[C@@H]2C)cc1 | -46.1 | -0.5 | 25.7 | -3.4

canonical_smiles | Pf Dd2 growth | KDM4C inh | T cruzi growth | C diff HTS
C[C@@H]1CCCCO[C@H](CN(C)Cc2ccc3c(c2)OCO3)[C@@H](C)CN([C@@H](C)CO)C(=O)c2cc(N(C)C)ccc2O1 | -39.8 | 0.1 | 46.7 | 14.1
CCCC#Cc1cnc2c(c1)C(=O)N([C@@H](C)CO)C[C@@H](C)[C@@H](CN(C)C(=O)Cc1cccnc1)O2 | 30.6 | 1.9 | 46.0 | 3.0
COc1cccc(NC(=O)N(C)C[C@@H]2Oc3cc(-c4cccc(C(=O)N(C)C)c4)ccc3S(=O)(=O)N([C@H](C)CO)C[C@@H]2C)c1 | -45.1 | 0.3 | 31.6 | 2.5
O=C(C[C@@H]1CC[C@@H](NC(=O)CN2CCOCC2)[C@@H](CO)O1)NCc1cccc(F)c1 | 13.8 | -1.3 | 5.9 | ·
COc1ccc(CN(C)C[C@@H]2Oc3ccc(NC(=O)NC4CCCCC4)cc3CC(=O)N([C@H](C)CO)C[C@H]2C)cc1 | -28.5 | -0.3 | -2.2 | -9.0
C[C@H](CO)N1C[C@H](C)[C@@H](CN(C)C(=O)Nc2ccc(F)cc2)Oc2c(NC(=O)CCCCCC(=O)Nc3ccccc3N)cccc2C1=O | -63.0 | 0.4 | · | -5.8

In the list so far, two have a CF3 group.
canonical_smiles | Pf Dd2 growth | KDM4C inh | T cruzi growth | C diff HTS
C[C@H](CO)N1C[C@H](C)[C@@H](CN(C)Cc2ccc(C(F)(F)F)cc2)Oc2ccc(NC(=O)CCCN(C)C)cc2C1=O | 7.6 | 4.3 | 40.4 | -2.9
C[C@@H]1CN([C@@H](C)CO)C(=O)c2cc(NS(C)(=O)=O)ccc2O[C@H]1CN(C)C(=O)Nc1ccc(C(F)(F)F)cc1 | 7.0 | 0.0 | 35.9 | -1.6
